esBAF inh – SWI/SNF esBAF complex inhibition; mouse ES cells, Bmi1-luciferase knock-in reporter, 24 h; 100% = twice the neutral-well signal; actives 2% (n = 350,000); AID 602393; reporter increase, % at 12.5 µM; in the data active means activation above about 40%;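 further: 0% = median of the plate's neutral control wells and 100% = double that signal; a rise in the Bmi1 reporter signal indicates esBAF inhibition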
S100A4 MyoIIA – inhibitors of human S100A4 binding to myosin IIA peptide; inhibition, % at 10.7 µM; actives 0.14% (n = 360,000); P26447; S100A4/TAMRA-MyoIIA peptide fluorescence polarization;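 active means mean inhibition of at least 70% across replicates, with every replicate also reaching that level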
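Material: S100A4 monomer protein | Medium: HEPES pH 7.2 with CaCl2, KCl, NaCl, DTT, Triton | Reagent: Labelled myosin peptide probe, 5 nM | Doses: One dose per compound | Times: 5 min incubation before reading | Benchmarks: Neutral control DMSO, positive control TFP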
RAD54 branch – inhibitors of human RAD54 branch migration | actives 0.14% (n = 360,000) | inhibition, % at 10.4 µM | RAD54 Holliday junction branch migration, FAM/BHQ fluorescence | AID 602329;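 active means mean normalized replicate activity at least 40 and at least half of replicates scoring 40 or more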;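 further: 0% = median of neutral control wells and 100% = median of positive control wells; inhibitors cause a drop in the FAM fluorescence signal; in these data hits start at about 50%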
EWS-Fli inh – blocks EWS/Fli oncoprotein-driven transcription | inhibition, % at 12.6 µM | actives 0.67% (n = 350,000) | A673 NR0B1-luciferase reporter, viability-normalised | AID 651661;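 active means mean inhibition of at least 50% after viability correction, with every replicate also passing that limit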;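 further: firefly luciferase signal divided by Alamar Blue viability fluorescence both relative to DMSO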
E-selectin induc – induces E-selectin expression in human endothelial cells. P16581. HUVEC E-selectin immunofluorescence imaging; normalized: neutral wells 0, TNF-alpha wells 100. activation, % at 7.58 µM. actives 0.37% (n = 260,000). AID 686992;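 active means mean E-selectin-positive cell signal at least 10% of the positive control, reached in at least 60% of replicates, without over 20% cell loss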;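 further: in these data hits start at about 27%; measured in HUVEC primary endothelial cells; signal is the percent of cells scored E-selectin positive by PE staining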
Target sequence (P16581 whole entry, looked up): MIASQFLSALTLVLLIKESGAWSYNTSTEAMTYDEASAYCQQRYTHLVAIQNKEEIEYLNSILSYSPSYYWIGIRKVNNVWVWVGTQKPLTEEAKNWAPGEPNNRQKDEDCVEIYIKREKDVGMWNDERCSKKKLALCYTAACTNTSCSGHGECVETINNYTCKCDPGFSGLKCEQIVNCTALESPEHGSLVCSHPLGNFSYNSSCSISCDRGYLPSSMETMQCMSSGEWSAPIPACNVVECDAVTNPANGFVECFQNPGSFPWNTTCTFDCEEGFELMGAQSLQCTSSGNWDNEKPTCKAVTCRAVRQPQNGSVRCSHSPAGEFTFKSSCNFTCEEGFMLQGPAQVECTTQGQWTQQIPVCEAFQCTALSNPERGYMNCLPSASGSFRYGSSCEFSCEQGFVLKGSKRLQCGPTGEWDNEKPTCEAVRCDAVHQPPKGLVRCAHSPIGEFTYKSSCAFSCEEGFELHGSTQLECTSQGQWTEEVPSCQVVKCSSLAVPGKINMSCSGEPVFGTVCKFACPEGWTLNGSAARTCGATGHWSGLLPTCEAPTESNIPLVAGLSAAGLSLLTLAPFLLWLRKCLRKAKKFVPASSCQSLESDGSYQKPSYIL
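Test system: HUVEC; input: 3,000 HUVEC/well; measured by: immunofluorescence imaging; read-out: % PE-positive cells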
Xi reactivation – reactivates the inactive X chromosome in mouse fibroblasts | AID 743238 | actives 0.055% (n = 360,000) | activation, % at 7.58 µM | XiGFP mouse fibroblasts, % GFP-positive cells imaging, 3 d; cells co-treated with 5-aza-dC sensitizer; scaled so ellipticine positive control = 100%;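 active means mean normalized replicate activation at least 10% and every replicate at or above 10%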;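 further: 0% = median of on-plate neutral control wells and 100% = ellipticine 6 µM median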
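System: 68-5-11 XiGFP fibroblast line; Timing: 3 days compound exposure; Compound dosing: one concentration, pinned; Benchmarks: positive control ellipticine, 6 µM final; Buffer or medium: DMEM containing 5-aza-dC.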
FN deposition inh – fibronectin deposition inhibition | AH1F fibroblasts, Alexa488-fibronectin deposition fluorescence, overnight | inhibition, % at 12.6 µM | actives 0.086% (n = 350,000) | AID 743247;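 active means mean inhibition across replicates of 30% or more, regardless of how many single replicates reach that level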;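 further: positive control wells lacked labelled fibronectin entirely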
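Material: AH1F fibroblast monolayer depositing Alexa488-labelled fibronectin into matrix / Amount: 10000 AH1F cells per well / Signal: fluorescence 485/525 nm / Medium: DMEM, 2% serum / Compound: single dose, pinned / Incubation: 1 h cell adhesion before compound, then overnight fibronectin incubation / Reagent: Alexa488-FN, 24 nM final / Read-out: inhibition of fibronectin deposition signal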
RAD52 anneal inh – blocks human RAD52 DNA annealing; inhibition, % at 18.7 µM; P43351; actives 0.46% (n = 360,000); recombinant RAD52 DNA annealing, FRET fluorescence;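 active means every replicate showing at least 50% inhibition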
Target sequence (P43351 whole entry, looked up): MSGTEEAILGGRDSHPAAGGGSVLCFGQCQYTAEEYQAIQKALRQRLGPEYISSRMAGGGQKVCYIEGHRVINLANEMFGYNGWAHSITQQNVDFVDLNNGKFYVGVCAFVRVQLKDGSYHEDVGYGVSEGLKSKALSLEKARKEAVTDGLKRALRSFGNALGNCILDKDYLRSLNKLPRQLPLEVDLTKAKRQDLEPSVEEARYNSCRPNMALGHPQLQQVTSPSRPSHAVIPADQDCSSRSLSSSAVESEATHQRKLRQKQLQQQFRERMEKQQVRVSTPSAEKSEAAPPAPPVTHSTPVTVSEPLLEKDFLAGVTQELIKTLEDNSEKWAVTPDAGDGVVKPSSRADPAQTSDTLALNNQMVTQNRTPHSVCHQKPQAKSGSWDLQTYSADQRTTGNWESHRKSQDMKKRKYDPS
An asterisk follows results filed as active; / = not tested or not shown; & = joins results of further samples.

SMILES	esBAF inh	S100A4 MyoIIA	RAD54 branch	EWS-Fli inh	E-selectin induc	Xi reactivation	FN deposition inh	RAD52 anneal inh
CCC(=O)Nc1ccc2c(c1)C(=O)N(C)C[C@H](OC)[C@@H](C)CN(C(=O)c1ccncc1)[C@@H](C)CO2	-4	-8	-3	6	-0.3	0.0	-2	-5
O=C(O)c1cc2ccccc2c2c1C(=O)c1ccccc1-2	-1	-2	9	-3	/	0.0	1	-6
CC1CCN(C(=O)c2[nH]cnc2C(=O)N2CCN(C(=O)OC(C)(C)C)CC2)CC1	4	13	2	-1	0.0	0.0	-3	-35
N#Cc1cc2c(nc1SCC(=O)O)CCCCC2	/	5	/	0	-1.2	0.0	5	-7
CCCN1[C@@H]2c3ccc(/C=C/c4ccccc4)c(=O)n3C[C@H]1[C@H](CO)[C@H]2C(=O)NCc1ccccn1	4	-1	0	-7	0.0	0.6	/	9
COc1ccc(N=Nc2c(C)[nH]c3ccccc23)cc1	13	3	-7	-31	/	0.0	-1	-10
Cc1cc(C)c2nc(N3CCN(C(=O)c4ccco4)CC3)sc2c1	54*	-3	-7	-44	/	-0.1	-2	-9
CC(C)OCCCNC(=O)c1cc2c(s1)CS(=O)(=O)C2	0	1	11	-9	/	/	/	-3
C[C@H]1CN([C@@H](C)CO)C(=O)CCCn2nncc2CO[C@@H]1CN(C)C(=O)Nc1ccc(N2CCCCC2)cc1	1&-6&-2	-24&-12&-43	0&1&-11	3&8&-6	-0.2&0.1	0.0&-0.1	13&-8	-9&-4&-17
Cc1cc(Nc2ccc([N+](=O)[O-])cc2)c2ccccc2n1	1	-1	0	12	1.9	0.1	1	-6
CS(=O)(=O)Nc1ccc2c(c1)[C@H]1C[C@@H](CC(=O)NCCN3CCCCC3)O[C@@H](CO)[C@H]1O2	-2	-5	-12	-7	0.6	0.3	/	10
C[C@H]1CN([C@@H](C)CO)C(=O)c2cc(Br)cnc2O[C@H]1CN(C)Cc1ccc(Oc2ccccc2)cc1	4	-1&-7	-12	-8&0	1.0&0.2	0.0&0.0	5&4	0&2
NC(=O)C1(N2CCCCC2)CCN(C(=S)Nc2ccccc2)CC1	/	-3	5	-1	1.7	0.0	2	-7
O=C(c1cccc(S(=O)(=O)N2CCOCC2)c1)N1CCN(S(=O)(=O)c2cccc([N+](=O)[O-])c2)CC1	0	-4	-3	-1	0.1	-0.1	-2	-3
CN1C(=O)c2cc(NC(=O)Cc3cccs3)ccc2OC[C@H]2O[C@H](CC(=O)NCc3ccc(-c4ccccc4)cc3)CC[C@H]21	6	-6	-8	-5	0.0	0.1	3	5
COCC#Cc1ccc2c(c1)O[C@@H](CN(C)Cc1ccc(F)cc1)[C@H](C)CN([C@H](C)CO)S2(=O)=O	-4	-6	1	46	0.0	0.4	2	5
CCCN(CC(=O)Nc1ccccc1C)C(=O)c1ccc(OCc2c(C)noc2C)cc1	-2	2	-5	-2	-0.3	0.0	5	-5
Cc1cc([N+](=O)[O-])nn1Cc1noc(C(=O)NCCCn2ccnc2)n1	1	-3	-8	4	/	-0.1	-5	2
CCc1nnc(NC(=O)CSCc2cc(=O)n3ccsc3n2)s1	3	-2	0	/	/	0.6	1	-7
Cc1ccccc1S(=O)(=O)N1CC(=O)N2[C@H](C1)[C@@H](c1ccc(C#CCN(C)C)cc1)[C@@H]2CO	/	-7	/	-4	0.8	0.1	/	10
C[C@@H]1CN([C@H](C)CO)C(=O)CCCn2nncc2CO[C@H]1CN(C)Cc1ccc(O)cc1	-1&3&3	-2&4	1&2	2&-4&-5	3.6&0.7	-0.1&-0.1	2&10	-5&1
O=C(NCCc1ccccc1)[C@@H]1N[C@@H]2c3ccc(-c4ccc(F)cc4)c(=O)n3C[C@@H]2[C@H]1CO	/	9	/	3	-0.5	0.6	/	-69
COc1ccc(/C=N/NC(=O)c2ccncc2)cc1CN1CCCc2ccccc21	2	-7	-7	1	/	-0.1	/	-18
CNC[C@H]1Oc2ccc(N(C)C)cc2CC(=O)N([C@@H](C)CO)C[C@H]1C	-7	-13	3	-1	/	0.0	-2	-1
COc1ccc(C2C(C(=O)c3ccco3)=C(O)C(=O)N2CC2CCCO2)cc1OC (stereo not given)	5	-2	-5	-3	/	0.2	4	-1
The listing continues.
SMILES	esBAF inh	S100A4 MyoIIA	RAD54 branch	EWS-Fli inh	E-selectin induc	Xi reactivation	FN deposition inh	RAD52 anneal inh
O=C(COc1ccc2c(-c3ccccc3)cc(=O)oc2c1)N[C@H](Cc1c[nH]c2ccccc12)C(=O)O	-3	0	6	2	/	/	/	-7
O=S(=O)(Nc1cccnc1)c1ccc(F)cc1	-1	0	-1	-7	/	0.0	-4	-10
CCSc1nc2c(c(=O)[nH]1)C(c1cccs1)C(C(=O)OC)=C(C)N2 (stereo not given)	-20	-2	-6	-4	-0.2	0.1	-2	6
N/C(=N\OC(=O)c1cc(Br)ccc1Cl)c1ccccn1	/	3	/	3	/	0.0	-1	-5
COc1cccc(OC)c1C(=O)Nc1cc2c(cc1N1CCOCC1)n(C)c(=O)n2C	-3	3	5	11	/	0.1	3	-6
O=S(=O)(Nc1ccccn1)c1ccc(-n2cccn2)cc1	-7	-2	8	17	/	0.1	-19	-7
CN(CC(=O)Nc1ccc(Cl)c(C(F)(F)F)c1)C(=O)C1CC(=O)N(CCc2ccccc2)C1 (stereo not given)	4	-5	2	0	0.2	-0.1	-2	-4
O=C(OCC(=O)N1CCN(c2ccccc2)CC1)c1ccc(Cl)cc1[N+](=O)[O-]	17	-7	-6	2	-2.2	0.0	-11	-2
Cc1cccc(-c2noc(CN(C)S(=O)(=O)c3cc(Cl)ccc3Cl)n2)c1	-4	1	-9	-4	/	/	/	-9
N#Cc1c(C(F)(F)F)cc(-c2ccc(Cl)cc2)nc1SCC(=O)O	-6	1	-1	25	-3.3	0.0	3	-15
O=C(NCC1CCCO1)c1ccc(N2CCCCC2)nc1 (stereo not given)	32	-6	7	-68	/	/	/	-6
O=C(Nc1cc(F)ccc1F)N1C[C@H]2[C@@H](c3ccccc31)[C@H](CO)N2CC1CCCC1	0	/	6	-2	2.1	0.2	/	2
COCC(=O)Nc1ccc2c(c1)[C@H]1C[C@@H](CC(=O)NCc3ccccc3OC)O[C@@H](CO)[C@H]1O2	2	-7	-2	0	-0.6	-0.1	-1	-9
CCOc1ccccc1N1CCN(Cc2cnc(-c3ccccc3)[nH]2)CC1	7	-1	-2	5	/	-0.1	6	-3
C[C@H](CO)N1C[C@H](C)[C@@H](CN(C)S(=O)(=O)c2cn(C)cn2)Oc2c(NC(=O)NC3CCCCC3)cccc2C1=O	-3	5	-1	-1	0.1	0.0	-21	0
CNC[C@@H]1Oc2ncc(-c3ccccc3C)cc2C(=O)N([C@H](C)CO)C[C@H]1C	-6	-14	5	-1	0.9	0.0	/	2
O=C(CC12CC3CC(CC(C3)C1)C2)NC(=S)N1CCCCC1	/	4	/	-2	/	0.2	/	0
CC(=O)NC(c1ccccc1)c1nc(/C=C/c2ccccc2)cs1 (stereo not given)	-5	9	2	-27	0.1	0.0	3	-28
CC(=O)Nc1ccc(N2N=C(C)C(N=Nc3ccccc3)C2=O)cc1 (stereo not given)	/	0	4	-14	5.5	0.0	2	11
O=C(/C=C/c1ccc([N+](=O)[O-])s1)N1CCN(c2ccccc2)CC1	-9	-1	-8	27	/	0.2	-15	0
CCN1CCN(CCCNC(=O)CCCn2nc(C)c3sc4ccccc4c3c2=O)CC1	-1	-12	7	-8	/	0.0	1	1
CO[C@H](CN(C)S(=O)(=O)c1ccc(C)cc1)[C@H](C)CN(Cc1ccccc1Cl)[C@H](C)CO	-4	9	-6	7	0.0	0.0	7	-10
CN(C)CCC(=O)N1C/C(=C/c2ccccc2)C(=O)/C(=C\c2ccccc2)C1	/	-1	/	80*	-0.4	-0.1	17	28
COCCOC(=O)N1C(=O)[C@@]2(c3cc(C#CCCO)ccc31)[C@H](c1ccc(O)cc1)N1[C@H](c3ccccc3)[C@H](c3ccccc3)OC(=O)[C@H]1[C@@H]2C(N)=O	/	6	0	-2	/	/	/	12
O=C(C[C@@H]1CC[C@H]2[C@@H](COC[C@@H](O)CN2S(=O)(=O)c2ccccc2)O1)NCc1ccc(-c2ccccc2)cc1	3	1	-1	11	0.5	0.2	-2	59*
Going on with the list:
SMILES	esBAF inh	S100A4 MyoIIA	RAD54 branch	EWS-Fli inh	E-selectin induc	Xi reactivation	FN deposition inh	RAD52 anneal inh
C[C@H](O)C#Cc1cnc2c(c1)C(=O)N([C@@H](C)CO)C[C@@H](C)[C@@H](CN(C)CC1CCOCC1)O2	-1	6	10	-4	-0.3	0.6	-3	-8
COc1cccc(-c2oc3c(c2C(=O)OCCN(C)C)C(O)CCC3)c1 (stereo not given)	/	1	/	-7	0.6	0.1	/	-7
O=C(c1ccccc1)c1nccc2ccccc12	3	1	/	-1	0.0	0.1	-1	-2
C[C@H](CO)N1C[C@H](C)[C@H](CN(C)C(=O)Nc2ccc3c(c2)OCO3)OCCCC[C@H](C)Oc2ccc(NC(=O)CCC(F)(F)F)cc2C1=O	10	-4	-4	-13	-0.1	-0.9	/	-2
CCC(CC)C(=O)c1c[nH]c(C(=O)N2CCN(c3ccccc3F)CC2)c1	-4	-4	13	4	-3.3	0.0	5	-10
O=C(c1ccc(F)cc1)N1CCCCN2[C@H](CO)[C@H](c3ccc(-c4ccccc4)cc3)[C@@H]2C1	/	6	3	1	0.3	0.3	/	-17
C[C@H](CO)N1C[C@H](C)[C@H](CN(C)C(=O)Cc2ccccc2)Oc2ncc(C#CC3(O)CCCC3)cc2C1=O	-2	23	0	-5	-0.2	-1.0	/	-6
O=C(c1cccs1)N1CCCC(c2nc3c(nnn3Cc3ccccc3Cl)c(=O)[nH]2)C1 (stereo not given)	-3	0	-4	4	/	0.0	-2	-5
C[C@@H]1CN([C@@H](C)CO)C(=O)c2cc(NC(=O)Nc3cccc4ccccc34)ccc2O[C@H]1CN(C)Cc1ccncc1	-1	-3	9	/	-2.4	0.3	/	1
C/C=C1\C(OC2OC(CO)C(O)C(O)C2O)OC=C(C(=O)OC)C1CC(=O)OCC1C(C)C(OC(=O)CC2C(C(=O)OC)=COC(OC3OC(CO)C(O)C(O)C3O)/C2=C\C)CC1C(CO)CO (stereo not given)	-1	5	9	-1	/	/	/	-10
COc1ccc(CCNC(=O)c2ccc(Br)o2)cc1Br	/	-9	/	-1	-0.1	0.7	-6	-12

Limited to RAD52 anneal inh and E-selectin induc (three entries from above):
structure | RAD52 anneal inh | E-selectin induc
C[C@H](CO)N1C[C@H](C)[C@H](CN(C)C(=O)Cc2ccccc2)Oc2ncc(C#CC3(O)CCCC3)cc2C1=O | -6 | -0.2
O=C(c1cccs1)N1CCCC(c2nc3c(nnn3Cc3ccccc3Cl)c(=O)[nH]2)C1 (stereo not given) | -5 | /
C[C@@H]1CN([C@@H](C)CO)C(=O)c2cc(NC(=O)Nc3cccc4ccccc34)ccc2O[C@H]1CN(C)Cc1ccncc1 | 1 | -2.4
